LDHA inh: inhibitors of human lactate dehydrogenase A | hit rate 0.15% among 480,000 | activity change, % (values are at about 110 or 230 µM) | P00338 | AID 1347041 | purified LDHA, NADH/diaphorase-resazurin fluorescence; hits give low values; in the data active = activity change below about -30%;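 note: plate controls were DMSO wells for no effect and wells without enzyme for full effect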
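Remaining NADH was detected by diaphorase (0.133 mg/mL) converting 37 µM resazurin to fluorescent resorufin, read at 0 and 20 minutes. The preceding 5-minute room-temperature reaction used 2 nM LDHA, 0.2 mM sodium pyruvate and 0.06 mM NADH at pH 7.4.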
RXFP1 agonist: activates the human relaxin receptor RXFP1. Q9HBX9. HEK293T-RXFP1 cAMP TR-FRET, 30 min; response scale: percent of porcine relaxin response, buffer zero. Potency, µM (top dose mostly 57.5 µM), inactives show at the top dose activation, most hits filed as activators. hit rate 0.3% among 370,000; note: potency is the fitted concentration of half-maximal effect; % is set by controls: 0 for no effect and ±100 for the full control effect; nearly all actives have a fitted effect of over 60% in size; many of its hits are not listed in these tables
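HEK293T cells stably expressing RXFP1 were pretreated with the PDE4 inhibitor Ro 20174, exposed to compounds for 30 min at 37C, lysed, and cAMP was read by TR-FRET. Data normalized to buffer (basal) and 29 nM porcine relaxin (100%).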
Vif-APOBEC3F blk: inhibitors of Vif-A3F interaction; Potency, µM (highest dose often 46.1 µM), for the others: at the top dose activity, negative = active; AID 602313; HeLa A3F-eYFP + Vif (tagged APOBEC3F with the HIV-1 protein that degrades it), YFP fluorescence increase; hit rate 0.2% among 390,000; note: potency is the fitted concentration of half-maximal effect; % of control where 0% means no effect; nearly all actives have a fitted effect of over 65% in size
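HeLa cells stably expressing A3F-eYFP plus Vif, plated and incubated overnight at 37 deg C, then exposed to compounds overnight at 37 deg C. Blocked degradation read as raised yellow fluorescence (Ex 488/Em 500-530).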
D1 PAM: enhances dopamine response at the human D1 receptor. P21728. HEK293 TREx D1 cells, calcium flux, dopamine EC20 potentiation. potentiation, % at 10 µM. hit rate 0.036% among 360,000; in the data active = potentiation above about 30%; note: 0% is about no effect
Vif-A3G inh: Vif-A3G binding inhibition; AID 602310; Potency, µM (doses to about 46.1 µM), inactives show at the highest dose activity, negative = active, hits mostly inhibitors; HeLa A3G-eYFP + Vif (tagged APOBEC3G with the HIV-1 protein that degrades it), YFP fluorescence, overnight; Q9HC16; hit rate 0.076% among 410,000;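 note: potency is the fitted concentration of half-maximal effect; % is set by controls: 0 for no effect and ±100 for the full control effect; nearly all actives have a fitted effect of over 60% in size; hits raise eYFP signal because A3G escapes Vif-driven loss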
Target sequence (Q9HC16 whole entry, looked up): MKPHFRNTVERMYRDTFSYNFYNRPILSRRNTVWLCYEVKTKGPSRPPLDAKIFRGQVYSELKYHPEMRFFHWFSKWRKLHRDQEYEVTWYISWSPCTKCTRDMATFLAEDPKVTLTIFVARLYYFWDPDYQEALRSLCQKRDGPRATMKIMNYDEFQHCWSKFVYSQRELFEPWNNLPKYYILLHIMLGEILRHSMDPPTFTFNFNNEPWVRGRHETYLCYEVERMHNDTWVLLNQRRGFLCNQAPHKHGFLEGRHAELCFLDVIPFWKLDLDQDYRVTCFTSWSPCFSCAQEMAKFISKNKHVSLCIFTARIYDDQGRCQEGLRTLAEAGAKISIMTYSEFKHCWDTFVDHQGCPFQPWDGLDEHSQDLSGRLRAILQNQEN
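Read-out is eYFP fluorescence (Ex 488/Em 500-530) from Vif-expressing HeLa A3G-eYFP cells; more signal means A3G escaped Vif-mediated degradation. Cells plated overnight, compound pinned in, incubated overnight at 37 deg C.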
D1 antagonist: antagonists of human D1 dopamine receptor. P21728. HEK293 TREx D1 cells, calcium flux, dopamine EC80; hits give low values. activity change, negative = inhibition, % at 10 µM. hit rate 3.2% among 360,000. AID 504652; in the data active = activity change below about -30%; note: % is set by controls: 0 for no effect and ±100 for the full control effect
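Using tetracycline-induced force-coupled D1 Hek293 cells and a calcium dye, signals were followed for 180 s after compound, then for 180 s after EC80 dopamine, to detect inhibitors.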
GRP78 ERSR act: ER stress response induction in glioma; U87-MG GRP78 promoter luciferase reporter, 16 h; Potency, µM, for inactives: at the top dose activation, actives largely listed as activators; hit rate 0.02% among 420,000; note: potency is the fitted concentration of half-maximal effect; series mostly up to about 76 µM; % of control where 0% means no effect; nearly all actives have a fitted effect of over 35% in size
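Stably transfected U87-MG glioma cells carrying a GRP78-based luciferase sensor; 16 h compound incubation. Luminescence end-point read 10 min after Bright-Glo addition at room temperature.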
D2 PAM: D2 dopamine receptor (human) potentiation. HEK293 T-REx D2, calcium flux, EC20 dopamine potentiation. potentiation, % at 10 µM. hit rate 0.34% among 340,000. AID 485347;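 active = potentiation over 3 SD above the plate norm, cut at about 30% in these data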; note: 0% is about no effect
Target sequence (P14416 whole entry, looked up): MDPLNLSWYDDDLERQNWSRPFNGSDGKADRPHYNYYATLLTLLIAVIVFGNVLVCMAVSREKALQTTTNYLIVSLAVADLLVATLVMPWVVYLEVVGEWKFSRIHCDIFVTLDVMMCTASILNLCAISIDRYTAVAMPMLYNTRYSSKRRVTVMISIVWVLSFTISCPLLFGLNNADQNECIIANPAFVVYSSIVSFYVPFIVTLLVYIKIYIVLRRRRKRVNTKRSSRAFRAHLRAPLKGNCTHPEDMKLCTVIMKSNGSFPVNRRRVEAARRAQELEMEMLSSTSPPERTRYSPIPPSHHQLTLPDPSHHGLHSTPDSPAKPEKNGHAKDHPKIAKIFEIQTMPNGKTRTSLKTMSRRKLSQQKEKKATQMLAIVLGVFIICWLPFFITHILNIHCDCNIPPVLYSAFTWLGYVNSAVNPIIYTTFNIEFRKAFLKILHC
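Cells plated with tetracycline inducer and held overnight at 30 C; calcium dye loaded 30–90 min at room temperature; baseline taken, compound added and read 180 s; EC20 dopamine then added and read 180 s.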
D1 agonist: agonists of human D1 dopamine receptor; AID 504660; hit rate 1% among 360,000; HEK293 T-REx D1 cells, calcium flux, agonist mode; activation, % at 2 µM; in the data active = activation above about 30%; note: 0% is about no effect
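Agonism was scored from calcium flux recorded over 180 s (1 read/s) after pintool compound addition, following a 10-cycle baseline. Cells were inducible force-coupled HEK293 TREx D1, plated overnight at 30 C and loaded with no-wash calcium dye.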
An asterisk follows results filed as active; . = no result given; & = joins results of further samples. Unless noted, calls come from the whole dose curve; as a rule, active = well fitted curve in the direction sought with a large enough effect; inconclusive = small, poorly fitted or top-dose-only effect, or another doubt; inactive = no such curve, though single readings can be large; an effect the other way counts as inactive or inconclusive.

compound | LDHA inh | RXFP1 agonist | Vif-APOBEC3F blk | D1 PAM | Vif-A3G inh | D1 antagonist | GRP78 ERSR act | D2 PAM | D1 agonist
CCCCN1C(=O)C(CC(=O)NC2CCCC2)CC(C(=O)N(C(C)C)C(C)C)=C1C (centres undefined) | -4 | . | -1% | . | 0% | . | -7% | . | .
CCOC(=O)CCCCC1C(CCCC(=O)OCC)C=NN1C (centres undefined) | 2 | . | -9% | . | 0% | . | -3% | . | .
CC1CCc2c(sc(NC(=O)COc3ccccc3)c2C(=O)Nc2ccccc2Cl)C1 (centres undefined) | 1 | -2.6% | 1% | 4 | -8% | 0 | -3% | 9 | -2
COC(=O)c1cnc(SCc2ccc([N+](=O)[O-])cc2)n1C | -9 | 6.5% | 7% | -8 | 1% | -2 | 1% | 11 | 0
CC1(C)CC2CC(C)(CN2CC(O)c2ccccc2)C1 (centres undefined) | -22 | 1.5% | -4% | 0 | 1% | 7 | 10% | -2 | 5
S=c1ccc2ccccc2[nH]1 | -4&0 | 3.9% | 3% | -10 | 10% | 6 | -2% | -3 | 7
O=C(NCCCN1CCN(c2cccc(Cl)c2)CC1)c1ccc(N2CCCC2=O)cc1 | -1 | 0.9% | -10% | -11 | 5% | 3 | 3% | -2 | 29
CSCCC(NS(=O)(=O)c1ccc2c(c1)oc(=O)n2C)C(=O)NC1CCN(Cc2ccccc2)CC1 (centres undefined) | -2 | 0.2% | -22% | 0 | -1% | -1 | -7% | 14 | 1
CCN(CC)C(=O)CP(=O)(c1ccccc1)c1ccccc1 | -13 | 1.5% | 0% | -4 | 2% | 2 | -7% | -8 | 4
Cc1cc(C(=O)COC(=O)CCc2nc3ccccc3s2)c(C)n1C | 2 | 0.4% | -8% | -5 | -6% | -15 | -7% | 13 | 3
O=C1C[C@@H]2c3c(cccc3CN1Cc1ccccc1)C[C@@H](O)[C@H]2O | -2 | . | 0% | . | 6%&-1% | . | -7%&-4% | . | .
CCn1c(-c2cc(-c3ccccc3OC)nc3ccccc23)n[nH]c1=S | -3 | 4.4% | -12% | -15 | -5% | -14 | -1% | 3 | 0
CCC(=O)Nc1ccc(Oc2ccc3c(c2)C(=O)N(c2ccc(O)cc2)C3=O)cc1 | 0 | -0.8% | 3% | 1 | -10% | -5 | -4% | 3 | -2
COc1ccc2cnn(Cc3ccccc3)c(=O)c2c1OC | 0 | -0.9% | 6% | 0 | -4% | -11 | -3% | 8 | 3
CC(C)CCn1c(SCC(=O)Nc2ccccc2C(F)(F)F)nc2nccnc2c1=O | -3 | 9.7% | -2% | 7 | 1% | 8 | -3% | 9 | 1
CN(C)S(=O)(=O)c1ccc2c(c1)C(=NO)c1cc(S(=O)(=O)N(C)C)ccc1-2 | -5 | -0.5% | 0% | 2 | -6% | 2 | -3% | 4 | 4
CCCNC(=O)Cn1cnc2sc(C(=O)N3CCCC(C(=O)OCC)C3)c(C)c2c1=O (centres undefined) | 1 | 12% | 0% | 2 | -4% | -4 | 0% | 3 | 3
Cc1ccc(-c2nn(CC(=O)NC3CCCC3)c3c2cnc2ccc(F)cc23)cc1C | 2 | 7.4% | 1% | -1 | -8% | 1 | 2% | -7 | 1
COc1ccc(S(=O)(=O)NCc2cccn2Cc2cc(C)ccc2C)cc1OC | -3 | 4.5% | -4% | 0 | -5% | 7 | -3% | 0 | -1
Cc1ccc(C2(C)NC(=O)N(CC(=O)Nc3cc(S(=O)(=O)N(C)C)ccc3C)C2=O)cc1 (centres undefined) | -6 | 1.0% | -3% | -5 | -21% | -2 | 0% | -6 | 1
CCN(CC)S(=O)(=O)c1cccc(C(=O)NC(Cc2c[nH]c3ccccc23)c2nnc3n2CCCCC3)c1 (centres undefined) | 2 | 6.3% | 0% | -2 | -7% | 29 | -3% | -14 | 13
CCCc1cc(=O)oc2cc(OC(C)C(=O)NCC3CCC(C(=O)O)CC3)c(Cl)cc12 (centres undefined) | -12 | 7.0% | 11% | -1 | -1% | 7 | -1% | 20 | 3
Cc1cccc(C)c1OCC(=O)Nc1oc(-c2ccccc2)c(-c2ccccc2)c1C#N | -9 | . | -7% | . | -1% | . | -4% | . | .
CCCn1c(=O)c2ccccc2n2c(SCCOc3ccccc3F)nnc12 | -7 | 0.2% | 0% | -3 | 1% | 12 | -6% | 11 | 2

Three of these compounds in a different format:
COc1ccc(S(=O)(=O)NCc2cccn2Cc2cc(C)ccc2C)cc1OC
- LDHA inh = -3
- RXFP1 agonist = 4.5%
- Vif-APOBEC3F blk = -4%
- D1 PAM = 0
- Vif-A3G inh = -5%
- D1 antagonist = 7
- GRP78 ERSR act = -3%
- D2 PAM = 0
- D1 agonist = -1
CN(C)S(=O)(=O)c1ccc2c(c1)C(=NO)c1cc(S(=O)(=O)N(C)C)ccc1-2
- LDHA inh = -5
- RXFP1 agonist = -0.5%
- Vif-APOBEC3F blk = 0%
- D1 PAM = 2
- Vif-A3G inh = -6%
- D1 antagonist = 2
- GRP78 ERSR act = -3%
- D2 PAM = 4
- D1 agonist = 4
CC(C)CCn1c(SCC(=O)Nc2ccccc2C(F)(F)F)nc2nccnc2c1=O
- LDHA inh = -3
- RXFP1 agonist = 9.7%
- Vif-APOBEC3F blk = -2%
- D1 PAM = 7
- Vif-A3G inh = 1%
- D1 antagonist = 8
- GRP78 ERSR act = -3%
- D2 PAM = 9
- D1 agonist = 1

(list continues)
canonical_smiles | LDHA inh | RXFP1 agonist | Vif-APOBEC3F blk | D1 PAM | Vif-A3G inh | D1 antagonist | GRP78 ERSR act | D2 PAM | D1 agonist
CCOc1ccc(OCC)c(NC(=O)CSc2nc3cccnc3n2C)c1 | -4 | 2.7% | 9% | 1 | -5% | -6 | -1% | 15 | 4
CCCC(=O)OCc1cnc(C)c2oc(=O)c(C(=O)Nc3cccc(C(F)(F)F)c3)cc12 | 4 | -1.3% | -2% | 0 | 2% | 6 | -6% | 2 | 0
CC1CCN(CCCNC(=O)CCc2nnc3n(CCc4ccccc4)c(=O)c4ccccc4n23)CC1 | -8 | 16% | -2% | -8 | 0% | 8 | 1% | 3 | 1
CCOc1ccccc1NC(=O)Cn1cnc2onc(-c3ccc(F)cc3)c2c1=O | -4 | 2.6% | -5% | -4 | -5% | -16 | -4% | 1 | 3
Cc1ccc2nc(NC(=O)c3cc(-c4ccco4)nc4ccccc34)sc2c1 | -5 | -0.8% | 3% | -3 | -9% | 6 | -8% | 1 | 3
CCc1ccccc1N1CC23C=CC(O2)C(C(=O)O)C3C1=O (centres undefined) | -3 | 2.5% | -9% | 8 | 1% | -14 | 0% | 16 | 0
CN(C(=O)c1ccc(NC(=O)Cc2cccc(NC(=O)C3CCCN(C(=O)CCc4ccccc4)C3)c2)cc1)C1CCCC1 (centres undefined) | -1 | 1.4% | 0% | 2 | -6% | 6 | -3% | 6 | 4
O=C(CN1C(=O)NC2(CCCCCC2)C1=O)NCc1cccs1 | -5 | -0.1% | -1% | -2 | 1% | 7 | -2% | -1 | 1
CC(C)N1CCN(Cc2ccoc2)CC1CCO (centres undefined) | -5 | -0.8% | 0% | -3 | 1% | 8 | -2% | -5 | 2
Cc1cccc(NC(=O)C2C3C=CC(O3)C2C(=O)O)c1 (centres undefined) | . | 0.3% | . | 2 | . | 19 | . | 3 | 5
Cn1c(C(=O)O)c(CC(=O)N2CCC(Cc3ccccc3)CC2)c2ccccc21 | 1 | 5.5% | 8% | 8 | -7% | 1 | -2% | -5 | 4
COc1cccc(-n2c(Cn3nc(C(F)(F)F)cc3C)n[nH]c2=S)c1 | -3 | 1.9% | 7% | -4 | -1% | -1 | -4% | 2 | 0
Cc1ccc(-n2nc(C(=O)N3CCCCC3)c(=O)n(C)c2=O)cc1 | -5 | 3.3% | -13% | -2 | 4% | -14 | -2% | -5 | 1
Cc1ccccc1-c1nnc(SCC(=O)NCC2CCCO2)o1 (centres undefined) | -2 | 1.1% | -14% | -7 | 10% | -4 | 0% | -5 | 1
CS(=O)(=O)c1oc(-c2ccc(F)cc2)nc1S(=O)(=O)c1ccc(Cl)cc1 | -3 | 2.0% | 0% | -1 | -34% | -6 | -11% | 1 | 1
CC1(C)C(C=C(Cl)Cl)C1C(=O)N(Cc1ccc(Cl)cc1)C1CCS(=O)(=O)C1 (centres undefined) | -1 | 0.1% | 2% | -1 | 3% | 14 | -2% | 15 | 5

Reprinted from the part before: two entries, then new ones.
canonical_smiles | LDHA inh | RXFP1 agonist | Vif-APOBEC3F blk | D1 PAM | Vif-A3G inh | D1 antagonist | GRP78 ERSR act | D2 PAM | D1 agonist
CS(=O)(=O)c1oc(-c2ccc(F)cc2)nc1S(=O)(=O)c1ccc(Cl)cc1 | -3 | 2.0% | 0% | -1 | -34% | -6 | -11% | 1 | 1
CC1(C)C(C=C(Cl)Cl)C1C(=O)N(Cc1ccc(Cl)cc1)C1CCS(=O)(=O)C1 (centres undefined) | -1 | 0.1% | 2% | -1 | 3% | 14 | -2% | 15 | 5
O=C(c1ccc2c(c1)OCCCO2)N1CCCCC1 | -5 | 0.8% | 4% | -4 | 0% | -25 | 2% | 2 | 2
CC1Cc2ccccc2N1C(=O)C1CCCN1S(=O)(=O)c1ccc(Cl)cc1 (centres undefined) | -7 | -0.1% | -4% | -4 | -2% | -8 | 1% | -7 | 1
O=C(NS(=O)(=O)c1ccc(NC(=O)C2CCCO2)cc1)c1ccccc1 (centres undefined) | -5 | -1.7% | -15% | 0 | -8% | -1 | -3% | 0 | 0
Cc1cc(C)c(NC(=O)CSc2ccnc(=O)[nH]2)c(C)c1 | 2 | 2.5% | 5% | -2 | 2% | . | -2% | -4 | 1
CCOC(=O)CCC(NC(=O)c1ccc(NCN2C(=O)CCC2=O)cc1)C(=O)OCC (centres undefined) | -3 | 1.6% | 0% | -6 | 0% | 5 | -3% | 4 | 2
CC1CCCC(C)N1C(=O)CSc1ccc(-c2ccc3c(c2)OCCO3)nn1 (centres undefined) | 4 | 0.9% | -6% | -6 | -1% | -2 | 1% | . | -1
O=C(c1nn(Cc2ccccc2)c(=O)c2ccccc12)N1CCN(c2ccccn2)CC1 | -1 | 3.0% | 6% | -1 | -3% | -4 | -4% | -9 | 1
CCCCON1C(=O)c2cccc3cccc(c23)C1=O | -1 | 0.0% | 8% | -2 | -1% | -12 | -1% | 3 | 1
Cc1cc([N+](=O)[O-])nn1CCCC(=O)Nc1cc(Cl)ccc1Cl | -5 | 2.1% | -3% | 0 | 1% | 0 | 1% | -5 | 3

From PubChem BioAssay

Only part of the results is shown, so the mix of outcomes need not match the whole.
